High-throughput results as filed in PubChem BioAssay.
Arrestin-AP2 inh: inhibitors of beta-arrestin/AP2 binding, primary screen, biochemical, GPCR trafficking, flow cytometry | beta-arrestin 1 C-terminal peptide binding to AP2 beta2-adaptin appendage (human) | FITC-arrestin peptide / GST-AP2 beads; AP2 beta2 appendage carries R879A mutation | inhibition, % at 10 µM | 0.31% of 340,000 active | AID 504490, 2011;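 active = inhibition above a set limit, near 3 SD of compounds lacking own fluorescence, cut at about 54% in these data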;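 note: plate controls were DMSO wells for no effect and 5 µM unlabelled arrestin peptide for full effect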
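Test system: GST-tagged AP2 beta2-adaptin appendage (R879A) on 4 µm glutathione beads; also added: fluorescein-tagged arrestin peptide at 50 nM final; timing: 12 min plus 1 h, RT; signal: flow cytometry, FL1 (488/535 nm); read-out: percent drop in bead-associated FITC signal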
DSG3 Ab inh: inhibitors of pemphigus antibody binding to DSG3, primary screen, biochemical, bead-based, flow cytometry, scFv-GFP. 0.48% of 310,000 active. binding (percent of control), % at 10 µM. DSG3-coupled beads, scFv-anti-DSG3-GFP binding; stronger effect = lower value;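 active = binding more than 3 SD below its plate's average and above zero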;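 note: hits lower antibody fragment binding to DSG3; some compounds called inactive have numbers as strong as hits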
Target sequence (P32926 whole entry, looked up, the tested form may be a part): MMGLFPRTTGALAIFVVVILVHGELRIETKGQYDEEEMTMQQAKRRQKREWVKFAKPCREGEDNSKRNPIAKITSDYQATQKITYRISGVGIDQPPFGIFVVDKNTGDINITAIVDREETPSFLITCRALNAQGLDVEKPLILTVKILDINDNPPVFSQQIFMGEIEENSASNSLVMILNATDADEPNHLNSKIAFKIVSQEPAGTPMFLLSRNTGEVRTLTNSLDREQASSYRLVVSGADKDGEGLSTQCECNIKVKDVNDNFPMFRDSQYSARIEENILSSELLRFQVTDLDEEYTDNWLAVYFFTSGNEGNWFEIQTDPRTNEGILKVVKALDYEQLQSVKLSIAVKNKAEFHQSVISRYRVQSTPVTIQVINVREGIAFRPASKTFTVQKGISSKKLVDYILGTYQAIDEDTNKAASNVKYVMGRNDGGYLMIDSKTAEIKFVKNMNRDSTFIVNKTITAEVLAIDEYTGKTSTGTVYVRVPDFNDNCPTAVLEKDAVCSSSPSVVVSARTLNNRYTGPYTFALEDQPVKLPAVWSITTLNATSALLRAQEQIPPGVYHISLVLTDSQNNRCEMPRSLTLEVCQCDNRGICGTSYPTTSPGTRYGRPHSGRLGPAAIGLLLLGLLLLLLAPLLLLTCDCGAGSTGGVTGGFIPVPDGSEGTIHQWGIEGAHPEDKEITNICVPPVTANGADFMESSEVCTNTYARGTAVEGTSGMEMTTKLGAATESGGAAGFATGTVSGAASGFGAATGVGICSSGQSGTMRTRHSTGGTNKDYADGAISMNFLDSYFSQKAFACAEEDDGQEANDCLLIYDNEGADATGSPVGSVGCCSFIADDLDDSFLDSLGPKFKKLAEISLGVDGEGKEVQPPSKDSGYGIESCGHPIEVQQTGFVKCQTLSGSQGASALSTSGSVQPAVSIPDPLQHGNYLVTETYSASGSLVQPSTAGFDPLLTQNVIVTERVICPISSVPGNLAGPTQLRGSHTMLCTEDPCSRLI
Tat export inh: E. coli Tat export inhibitors, primary screen, MC4100, TorA-mCherry reporter, fluorescence, single point | inhibition, % at 10 µM | 0.036% of 340,000 active | AID 488895, 2010;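 active = mean replicate inhibition at least 50% and at least half of replicates individually reaching 50%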;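 note: exported cargo escapes ClpAP degradation while cytoplasmic cargo is degraded and loses fluorescence; 0% = median of neutral control wells and 100% = median of NaSCN control wells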
phage Ecoli inh: growth loss of phage-infected E. coli, primary screen, RecBCD inhibitor project, absorbance, with phage, HTS; 0.26% of 360,000 active; inhibition, % at 11.9 µM; AID 651602, 2012; in the data active = inhibition above about 11%
MOR-DOR ag: agonists of OPRM1-OPRD1 heterodimerization, primary screen, cell-based, luminescence; Mu-type opioid receptor (Homo sapiens) + Delta-type opioid receptor (Homo sapiens), …; cells; activation, % at 9.3 µM; 0.3% of 340,000 active; AID 504326, 2011; in the data active = activation above about 18%;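 note: 0% = vehicle-treated cells and 100% = reference agonist; values of inactives mirror those of a sister screen read the other way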
E coli growth: E. coli V3065 growth inhibition, primary screen, counter-screen for AddAB inhibitor project, absorbance, OD600 | 18 h | inhibition, % at 11.9 µM | 0.27% of 330,000 active | AID 449728, 2010;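 active = inhibition above the campaign's mean inhibition across all tested compounds plus 3 SD, cut at about 9.9% in these data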;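 note: uninfected addAB+ strain grown without phage in ampicillin broth; 0% = DMSO wells and 100% = ciprofloxacin 0.95 µg/ml wells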
SUMO Mot1 rescue: yeast Mot1-301 growth rescue at high temperature, primary screen, SUMOylation pathway inhibitor project, S. cerevisiae, ATP luminescence, 38.5C; S. cerevisiae Mot1-301 growth rescue; percent above DMSO median, 100 means doubled; growth rescue, % at 18.8 µM; 1% of 320,000 active;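 active = every valid replicate shows activation above 250% relative to neutral control wells; inactive = the rest, any valid replicate at or below 250%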;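 note: OY570 slx delta 5 strain wells were the positive control but not used for scaling; some compounds called inactive have numbers as strong as hits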
PKA-R1A act: activators of PKA-R1A holoenzyme, primary screen, biochemical, fluorescence polarization, Cy5-IP20, bovine R1A, mouse PKAc; activation, % at 11.4 µM; 0.083% of 340,000 active; PKA-R1A dissociation; scaled: DMSO 0%, 113 µM cGMP 100%;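 active = percent activation above the mean of all tested compounds plus 3 SD, cut at about 19% in these data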;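 note: higher means more PKAc released from R1A so a rise in polarization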
PfHsp90 set2: growth inhibition of PfHsp90-expressing yeast, primary screen, antimalarial PfHsp90 inhibitor project, S. cerevisiae, BacTiter-Glo luminescence, single point, set 2 | inhibition, % at 9.4 µM | 0.32% of 310,000 active | BacTiter-Glo ATP, 48 h; yeast lacking PDR1 and PDR3 efflux regulators;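 active = every replicate shows inhibition above about 80%, whatever the replicate mean, limit read from the data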;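 note: 0% = DMSO neutral controls and 100% = 20 µM radicicol positive controls; yeast relying on Plasmodium falciparum Hsp90 in place of its own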
AddAB inh: growth inhibition of E. coli expressing H. pylori AddAB, primary screen, AddAB inhibitor project, absorbance. inhibition, % at 11.9 µM. 0.29% of 330,000 active; in the data active = inhibition above about 12%;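 note: 0% = vehicle wells of infected cells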
MOR-DOR inv ag: inverse agonists of MOR-DOR heterodimerization, primary screen, cell-based, luminescence. Mu-type opioid receptor (Homo sapiens) + Delta-type opioid receptor (Homo sapiens), …. cell-based MOR-DOR heterodimer luminescence, inverse agonism. inhibition, % at 9.3 µM. 0.21% of 340,000 active; in the data active = inhibition above about 22%, passing the limit was not always enough;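 note: 0% = cells with DMSO and 100% = wells without cells with DMSO; values of inactives mirror those of a sister screen read the other way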
The depositor's hits bear a star; nt = no result given; + = active, no number.

SMILES	SUMO Mot1 rescue	PfHsp90 set2	Arrestin-AP2 inh	AddAB inh	E coli growth	MOR-DOR inv ag	Tat export inh	phage Ecoli inh	PKA-R1A act	MOR-DOR ag	DSG3 Ab inh
COc1cc2c(cc1NC(=O)COC(=O)[C@@H](NC(=O)c1ccccc1F)C(C)C)oc1ccccc12	2.7	6.4	-8.1	2.9	1.9	-3.8	5.1	-2.2	-3.4	0.8	146.5
CNS(=O)(=O)c1cccc(C(=O)OCC(=O)Nc2ccc(OC)cc2[N+](=O)[O-])c1	810.3*	10.3	-16.4	5.1	1.3	-5.1	-20.7	3.6	-9.0	0.9	99.3
C=C(C)Cn1c(N(CCO)Cc2ccccc2)nc2c1c(=O)[nH]c(=O)n2C	4.6	nt	4.5	2.1	-3.7	3.2	-0.8	1.8	11.4	-0.6	105.4
COc1ccc(C2CC2/C(C)=N/OC(=O)c2ccc(F)cc2)cc1 (stereo unspecified)	24.5	0.7	6.1	3.8	-0.4	-16.6	7.6	3.5	-8.7	2.9	67.0
CCC(C)OC(=O)c1cc(C)nc2c(Br)cc(Br)cc12 (stereo unspecified)	7.9	-9.6	16.1	2.6	-4.0	11.1	-5.4	1.5	-0.8	-1.8	nt
COc1cc(/C=N/n2c(C)n[nH]c2=S)ccc1OCc1ccccc1	25.0	-13.8	6.8	-0.3	-0.4	4.2	1.4	-2.0	8.1	-0.8	100.7
Cc1nc(S(=O)(=O)N(C)c2ccccc2)c(C#N)c(C)c1Cl	-12.0	-2.5	-2.1	-1.1	-1.6	8.3	4.2	0.8	-6.2	-1.4	99.0
Cc1cc(C)cc(OCC(=O)OCC(=O)Nc2cc(C)nn2-c2ccccc2)c1	0.9	19.8	30.6	0.6	0.9	6.1	7.6	2.6	1.3	-1.6	101.1
CCCCCCOc1ccc(/C(C)=N/NC2=NCCN2)cc1	-20.8	30.1	-9.6	1.9	-0.4	-20.8	-13.0	3.8	-9.7	4.2	113.1
COc1ccc(CCNC(=O)CC2(CC3=NS(=O)(=O)c4ccccc4N3)CCCC2)cc1OC	17.4	6.4	16.2	5.4	1.0	-1.3	-2.7	-0.2	2.5	0.2	nt
CCC(=O)c1cn(CC(=O)Nc2ccccc2Cl)c2ccccc12	347.0	13.2	7.4	7.6	0.0	-12.3	3.3	2.1	-3.7	2.4	125.6
COc1cc2c(cc1OC)C(c1cccnc1)CC(=O)N2 (stereo unspecified)	5.6	1.4	6.8	4.7	2.1	0.2	8.3	1.6	2.5	-0.1	104.2
CCOc1ccc(N2C(=O)Nc3ccc(Br)cc3C2(O)C(=O)NCCCN(C)C)cc1 (stereo unspecified)	3.0	23.6	8.3	-0.3	0.5	4.8	-0.3	2.0	6.9	-1.0	95.4
CC(C)(C)c1ccc(OCCC(=O)NC2=NCCS2)cc1	8.5	17.8	26.8	-1.3	-1.4	8.9	-4.6	-2.1	-10.9	-1.5	114.6
Cc1ccccc1NC(=O)CNc1ccc(Cl)c(C(F)(F)F)c1	6.1	-0.6	4.2	1.3	-1.0	-0.2	-4.9	4.9	3.1	0.1	104.1
CCCCN1C(=O)c2ccc(C(=O)Nc3ccc(S(=O)(=O)N(C)C)cc3)cc2C1=O	18.1	13.0	5.4	4.3	0.9	-32.9	-3.6	3.8	-3.3	6.5	106.9
Cc1cccc(N=C2N=C(N)c3ccccc32)c1	-13.5	-5.5	10.1	0.3	-1.2	13.3	-3.2	-0.7	-2.4	-2.6	nt
CCOc1ccc2nc(Nc3nc4ccc(NC(C)=O)cc4s3)sc2c1	13.9	-13.4	1.6	1.9	-3.5	11.2	-3.7	-3.3	3.5	-2.2	96.3
CCOC(=O)C1(CC2CCCCO2)CCN(C(=O)Nc2ccccc2CC)CC1 (stereo unspecified)	3.1	-7.0	-6.0	-1.1	0.9	-6.9	6.9	5.8	-1.5	0.9	103.6
C=CCNc1nc(-c2sc(NC(=O)CC)nc2C)cs1	-3.2	-0.8	15.0	0.5	0.2	3.4	-1.5	-0.2	10.7	-0.6	92.6
CC(=O)Nc1ccc(C(=O)COC(=O)C2CC3CCCC(C2)C3=O)cc1 (stereo unspecified)	31.2	nt	-18.4	-0.5	1.6	10.9	-4.8	3.2	-11.1	-1.7	102.2
CCn1cnc2cc(NCc3ccccc3Cl)ccc21	4.5	0.6	11.8	-1.5	-1.6	12.1	5.0	2.3	9.0	-2.6	104.8
CC(=O)Nc1cccc(NC(=O)Nc2ccc(C)c(Cl)c2)c1	-5.4	-15.3	16.9	-1.6	-0.5	11.7	4.2	4.1	-4.7	-2.3	95.2
Cc1ccccc1-c1nc(S(=O)(=O)c2ccc(Cl)cc2)c(NCCN2CCOCC2)o1	429.0	-22.2	4.1	-2.3	1.2	-12.7	5.6	-0.6	6.8	2.3	94.9
O=C1CCCC2=C1C(c1cccs1)Nc1ccc3ncccc3c12 (stereo unspecified)	-5.6	nt	4.6	-0.2	-0.7	0.9	-5.9	3.3	-5.6	-0.1	95.6
CCn1c(SC(C)C(=O)N2CCOCC2)nc2sc(C)c(C)c2c1=O (stereo unspecified)	203.4	-1.7	27.7	2.7	0.5	3.2	-5.0	4.3	-6.2	-0.5	86.5
Cc1cccc(-n2nc3c(c2NC(=O)c2ccc4c(c2)OCO4)CS(=O)(=O)C3)c1C	-3.1	-0.3	21.8	3.7	-0.2	23.5	1.1	0.2	-1.1	-4.5	nt
CCOc1ccc(CCNC(=O)c2ccc(CNS(=O)(=O)c3ccccc3)cc2)cc1OCC	135.5	4.4	-2.6	1.3	0.9	-15.1	-2.8	-0.6	-6.3	3.4	99.2
O=C(N/N=C/c1ccncc1)c1cc(C2CC2)nc2ccccc12	48.2	2.7	-5.2	5.4	-0.1	-5.3	-6.2	nt	1.1	0.6	100.2
O=C1CSC(c2ccc(Cl)cc2)N1Nc1nc(N2CCOCC2)nc(N2CCOCC2)n1 (stereo unspecified)	3.3	-17.5	-1.7	2.1	0.0	25.0	-2.3	2.8	-7.0	-4.4	101.2
C#CCOCCOCCOCCNc1nc(N2CCN(C(=O)[C@H](CCCN=C(N)N)n3cc(C(N)[C@@H](C)CC)nn3)CC2)nc(N2CCN(C(=O)[C@H](CCC(=O)O)n3cc([C@@H](N)CO)nn3)CC2)n1 (stereo partly specified)	-25.4	5.5	31.6	1.0	-2.7	2.2	1.1	-0.4	-3.0	-0.5	108.8
C=C(C)COc1ccc2c(C)c(CCC(=O)N3C[C@H]4C[C@@H](C3)c3cccc(=O)n3C4)c(=O)oc2c1	-4.0	-9.2	15.2	2.5	-1.3	10.2	3.7	1.7	-8.1	-2.0	102.9
COc1ccc(C(C(=O)Nc2ccc(C(C)C)cc2)N(C)C(=O)CNC(C)=O)cc1 (stereo unspecified)	-26.1	-4.4	24.6	0.7	-1.5	14.4	-1.6	3.1	-2.3	-2.3	nt
COc1ccc(-c2cn(Cc3ccc4c(c3)C(=O)c3ccccc3C4=O)nn2)cc1	-3.1	6.8	10.5	3.5	-3.1	-10.2	-6.0	-0.5	2.4	1.8	98.4
O=C1COc2ccc(NC(=O)c3ccccc3C(=O)O)cc2N1	1.5	3.3	12.4	0.1	3.3	-1.2	-1.9	-0.5	-2.4	0.2	106.1
CC(CCc1ccco1)NC(=O)Cn1ncc2c1-c1ccccc1OC2 (stereo unspecified)	-4.9	-10.1	23.6	-0.3	-0.5	5.8	-3.7	2.1	-4.7	-1.0	103.9
CC(C)NC(=O)CC(=O)N/N=C/c1ccc(F)cc1	2.7	-35.9	-7.2	1.0	-2.2	10.4	-7.5	-0.6	2.7	-1.9	81.3
C/C(N)=N\S(=O)(=O)c1ccc(Cl)cc1	-8.8	11.6	12.4	-0.6	-0.6	-3.3	-4.4	2.4	7.4	0.6	100.9
COc1ccc(S(=O)(=O)N2CCOCC2)cc1NC(=O)CCc1cc(OC)c(OC)c(OC)c1	0.0	1.9	21.3	-2.6	0.7	6.3	1.4	6.0	9.4	-1.6	nt
COC(=O)c1c(NC(=O)CN2C(=O)NC3(CCc4ccccc4C3)C2=O)sc2c1CCCCC2 (stereo unspecified)	3.2	-23.7	106.4*	-0.2	-3.8	4.2	4.8	1.8	-9.9	-0.8	83.2
CCOC(=O)CSc1nc(C)cc(C)n1	-6.0	44.0	-13.2	3.5	0.2	10.1	-3.4	-0.9	-9.7	-2.4	nt
C/C=C(\C)C(=O)O[C@H](c1cc2ccc(=O)oc2cc1OC)[C@@H](O)C(C)(C)O	-3.8	9.3	27.4	-1.1	-0.5	11.4	4.5	1.8	-5.9	-2.0	95.5
CCOC(=O)c1ccc(NC(=O)c2nc[nH]c2C(=O)NCCCNC(=O)c2[nH]cnc2C(=O)Nc2ccc(C(=O)OCC)cc2)cc1	0.0	2.3	1.9	-0.3	-0.4	15.2	-8.3	3.0	4.2	-2.8	102.9
Cn1c(CC2C(=O)Nc3ccc(Br)cc32)nc2ccccc2c1=O (stereo unspecified)	30.1	-5.7	-8.8	0.6	-1.6	18.4	1.1	2.3	9.7	-3.1	104.5
CC(C)c1ccc(NS(=O)(=O)c2ccc(Cl)nc2)cc1	24.0	-12.7	-2.3	-1.2	1.4	-25.6	-0.8	3.6	-3.7	4.1	94.2
Clc1ccc(-n2nnnc2SCc2c(-c3ccccc3)nc3sccn23)cc1	-8.2	nt	-6.6	-1.1	1.6	3.6	-10.6	-1.4	3.4	-0.7	nt
N=C1/C(=C\c2coc3ccccc3c2=O)C(=O)N=C2SC=CN12	-14.8	7.6	10.1	-0.3	-0.2	-7.1	-1.1	0.9	-4.5	1.4	101.5
COc1cc2c(cc1OC)CN(C(=O)COc1ccc(C#N)cc1)CC2	-9.5	3.0	12.8	0.9	-0.9	1.8	1.3	-0.3	-4.8	-0.3	101.5
O=C(Cc1ccccc1)N1CCCC1c1ccccc1 (stereo unspecified)	+	-33.7	0.1	4.7	2.4	14.8	1.8	1.5	4.0	-2.9	92.1
